HRP luminol no ALR: HRP/luminol detection interference without ALR, dose response, artefact control for ALR inhibitor project, biochemical, luminescence, no ALR or DTT | HRP/H2O2 luminol luminescence counterscreen, no ALR | activity change, negative = inhibition, % at the top dose, mostly 10 µM; hits show AC50 in µM | actives 15% (n = 2,500);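 active = signal-lowering compounds whose fitted half-maximal concentration AC50 is no higher than ten times their top tested concentration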;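 also: 0% = median of neutral control wells and -100% = median of quercitin 100 µM wells; many of its hits are not listed in these tables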
The depositor's hits bear a star; i = inactive.

mol,HRP luminol no ALR
CCC(=O)N1CCN=C1SCc1cccc(C(F)(F)F)c1,-2.3%
CCc1ccccc1Nc1ccc(C(=O)O)cc1N,-2.6%
Cc1nc2ccc(S(=O)(=O)N(C)CC(=O)NCc3ccc(N(C)C)cc3)cc2s1,-0.8%
O=C(NCc1ccccn1)C(=O)NCC(c1ccco1)N1CCN(c2ccc(F)cc2)CC1 (stereo not given),-0.5%
COc1ccc(-c2[nH]c(-c3ccc(C(=O)O)cc3)nc2-c2ccccc2)cc1,-3.3%
O=C(Nc1ccc(Cl)c(Cl)c1)Nc1ccccc1C(=O)O,-2.3%
COc1cccc(/C=C/c2[nH]c(=O)[nH]c(=O)c2[N+](=O)[O-])c1O,-11%
O=C(NCCSc1c[nH]c2ccccc12)C1CC1,-7.7%
CC(=C\c1ccccc1)/C=C1/SC(=O)N(CCCC(=O)Nc2ccc(C(=O)O)cc2)C1=O,-3.8%
O=C(Nc1nc2c(s1)CCCC2)c1ccc(N2C(=O)CCC2=O)cc1,1.3%
Clc1ccc(-c2nc3cnccn3c2NC2CCCC2)cc1,-1.7%
CC1CCN(CC(=O)Nc2ccc(N3CCCCCC3)cc2)CC1,-4.4%
COc1ccc2c(c1OC)C(=O)N1N=C(c3ccc(O)cc3)CC21 (stereo not given),1.8%
Cn1c(N)c(N2CCN(c3ccccc3)CC2)c(=O)[nH]c1=O,-8.9%
COc1cccc(/C=C2\SC(N3CCCC(C)C3)=NC2=O)c1OC (stereo not given),-4.7%
Cc1ccc(S(=O)(=O)NNc2ccccc2)cc1,-9.3%
Cc1cc(NCc2ccccn2)nc2ccccc12,0.6%
COc1ccc2c(c1)N(C)/C(=C/c1cccc[n+]1C)S2,-5.1%
CCN(CC)c1ccc(NC(=O)c2ccc(Br)o2)cc1,i
COc1ccccc1N1CCN(C(=O)CCNS(=O)(=O)c2cc(Br)cnc2N)CC1,-2.0%
Cc1cccn2cc(CNc3ccccc3)nc12,-0.9%
O=C1CCC(C(=O)Nc2ccccc2N2CCCC2)=NN1,-3.5%
O=C(NCc1cccnc1)c1ccc2c(c1)N(Cc1ccccc1)CCS2,-2.7%
CCN(CC)c1ccc(CN2CCCCCC2)cc1,-1.8%
COc1cccc(-c2nc(CCl)cs2)c1,-0.1%
CCN(CC)c1ccc(CN2CCC(C(=O)NCc3ccc(C)cc3)CC2)cc1,-0.7%
COc1ccc(NC2CCCN(C(=O)CCc3ccncc3)C2)cc1OC (stereo not given),-15%
Cc1ccc(N(C(=O)c2ccc(Br)o2)C2C=CS(=O)(=O)C2)cc1 (stereo not given),-4.1%
Cc1cc(NC(=O)c2ccoc2C)ccc1Br,0.4%
COc1ccc(OC)c(/C(C)=N/Nc2ccc(C(=O)O)cc2)c1,-1.4%

5 entries picked at random from the list so far:
mol,HRP luminol no ALR
COc1ccc(OC)c(/C(C)=N/Nc2ccc(C(=O)O)cc2)c1,-1.4%
COc1ccc2c(c1)N(C)/C(=C/c1cccc[n+]1C)S2,-5.1%
O=C1CCC(C(=O)Nc2ccccc2N2CCCC2)=NN1,-3.5%
Cc1nc2ccc(S(=O)(=O)N(C)CC(=O)NCc3ccc(N(C)C)cc3)cc2s1,-0.8%
CC1CCN(CC(=O)Nc2ccc(N3CCCCCC3)cc2)CC1,-4.4%

Part of the list above, as labelled records.
compound: CC1CCN(CC(=O)Nc2ccc(N3CCCCCC3)cc2)CC1
- HRP luminol no ALR = -4.4%

compound: COc1ccc(OC)c(/C(C)=N/Nc2ccc(C(=O)O)cc2)c1
- HRP luminol no ALR = -1.4%

compound: O=C1CCC(C(=O)Nc2ccccc2N2CCCC2)=NN1
- HRP luminol no ALR = -3.5%

Continuation.
mol,HRP luminol no ALR
CCN(CC)c1ccc(NC(=O)c2cccnc2)c(C)c1,-16%
COc1ccc(N2CCN(C(=O)Cc3cccs3)CC2)cc1,-2.6%
O=C(O)[C@H](Cc1ccccc1)NC(=O)N1CCN(c2ccc(F)cc2)CC1,-2.0%
Cc1ccc(N2C(=O)CC(NNC(=O)c3cccc(S(=O)(=O)N4CCCC4)c3)C2=O)cc1 (stereo not given),0.8%
Cn1cccc1/C=N/N1CCN(c2ccccc2)CC1,-5.8%
On1ccccc1=S,-0.5%
O=[N+]([O-])c1ccc(-c2c[nH]c(=S)[nH]2)cc1,-2.3%
CC(C)(C)C(=O)NC1=NCCS1,1.2%
Oc1sc(C=Nc2ccccc2)c2ccccc12,3.6%
CN(C)c1ccc(CNS(=O)(=O)c2ccc3c(c2)NC(=O)CS3)cc1,4.2%
C=CCn1c(Cc2cccc3ccccc23)n[nH]c1=S,-1.7%
CC(=O)N1CCN=C1SCc1ccc(Cl)cc1,14%
CCN(CC)c1ccc(NC(=O)CN2CCN(CC(=O)Nc3ccccc3F)CC2)cc1,-17%
N#Cc1ccccc1S(=O)(=O)N1CCN(C(=O)Cc2coc3cc(O)ccc23)CC1,-10%
CCn1c(-c2cc(Cl)ccc2OC)n[nH]c1=S,-7.9%
c1ccc(-c2cnc(CN3CCN(c4ccccc4)CC3)o2)cc1,-0.1%
CCCS(=O)(=O)N1CCCC(C(=O)NCCN(CC)c2ccccc2)C1 (stereo not given),-0.9%
CC(=O)Nc1cccc(N2CCCC2=O)c1,-3.1%
Nc1ccc(N2CCN(c3ccc(F)cc3)CC2)cc1,-2.5%
COc1cc(/C=N/Nc2nc3ccccc3[nH]c2=O)ccc1O,-1.2%
CCc1nc(SCc2cccnc2)[nH]c(=O)c1C,-0.5%
CC(=O)Nc1ccc(NCN2C(=O)C3C4CCC(C4)C3C2=O)cc1 (stereo not given),-0.2%
Oc1ccc2cc(Br)ccc2c1CN1CCCC1,-4.4%
N/C(=N/O)c1ccccc1N1CCC(Cc2ccccc2)CC1,-3.9%
O=C1c2cc(O)c(O)cc2S(=O)(=O)C1c1ccccc1 (stereo not given),-9.6%
Cc1ccc2c(c1)N(C)/C(=C/c1cccc[n+]1C)S2,-5.5%

Single entries from the results shown.
c1ccc(-c2cnc(CN3CCN(c4ccccc4)CC3)o2)cc1 @ HRP luminol no ALR = -0.1%
CC1CCN(CC(=O)Nc2ccc(N3CCCCCC3)cc2)CC1 @ HRP luminol no ALR = -4.4%
CCN(CC)c1ccc(NC(=O)CN2CCN(CC(=O)Nc3ccccc3F)CC2)cc1 @ HRP luminol no ALR = -17%

An excerpt of the results above, as a working copy:
mol,HRP luminol no ALR
CCN(CC)c1ccc(NC(=O)c2cccnc2)c(C)c1,-16%
COc1ccc(N2CCN(C(=O)Cc3cccs3)CC2)cc1,-2.6%
O=C(O)[C@H](Cc1ccccc1)NC(=O)N1CCN(c2ccc(F)cc2)CC1,-2.0%
Cc1ccc(N2C(=O)CC(NNC(=O)c3cccc(S(=O)(=O)N4CCCC4)c3)C2=O)cc1 (stereo not given),0.8%
Cn1cccc1/C=N/N1CCN(c2ccccc2)CC1,-5.8%

Screens deposited in PubChem BioAssay by Broad Institute.

The list is partial. The share of hits here may be higher or lower than overall.
